Furin inhibitor: human furin inhibitors, primary screen, biochemical, fluorescence intensity; inhibition, % at 30 µM; 0.061% of 220,000 active; purified furin, fluorogenic substrate cleavage; AID 463115, 2010; P09958; in the data active = inhibition above about 25%; also: inactives centre near -15
Target sequence (P09958 108-714 limits assumed): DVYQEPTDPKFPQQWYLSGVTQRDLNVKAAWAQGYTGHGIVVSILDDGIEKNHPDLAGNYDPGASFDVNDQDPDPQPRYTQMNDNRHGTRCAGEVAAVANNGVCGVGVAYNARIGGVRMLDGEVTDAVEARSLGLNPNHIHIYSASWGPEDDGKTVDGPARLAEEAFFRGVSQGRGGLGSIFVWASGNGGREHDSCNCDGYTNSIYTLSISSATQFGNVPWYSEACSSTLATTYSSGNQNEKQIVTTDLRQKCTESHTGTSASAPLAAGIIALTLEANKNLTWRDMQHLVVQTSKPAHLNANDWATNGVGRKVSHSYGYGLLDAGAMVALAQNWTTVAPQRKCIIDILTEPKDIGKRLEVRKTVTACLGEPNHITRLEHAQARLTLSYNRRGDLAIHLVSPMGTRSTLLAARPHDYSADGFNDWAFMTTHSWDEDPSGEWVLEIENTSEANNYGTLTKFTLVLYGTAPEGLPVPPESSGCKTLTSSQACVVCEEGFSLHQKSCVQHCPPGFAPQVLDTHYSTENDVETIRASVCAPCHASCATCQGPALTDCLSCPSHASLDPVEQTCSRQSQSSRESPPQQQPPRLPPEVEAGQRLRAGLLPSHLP
PERK inhibitor: block of dimerizer-induced PERK translation repression, primary screen, PERK inhibitor project, CHO PERK-DD cells, SEAP luminescence, HTS; Eukaryotic translation initiation factor 2-alpha kinase 3 (Homo sapiens), Q9NZJ5; CHO PERK-DD fusion, SEAP luminescence translation reporter; inhibition, % at 5.6 µM; 0.17% of 220,000 active;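 active = inhibition above the mean inhibition of all tested compounds plus 3 SD, set separately per screening campaign, cut at about 2.9% in these data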;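 also: PERK kinase domain activated by AP20187 dimerizer at 100 nM; 0% = DMSO with dimerizer and 100% = rapamycin at 8.4 µM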
Rad51 HR inh: human RAD51 strand exchange inhibitors, primary screen, biochemical, fluorescence; 0.085% of 200,000 active; inhibition, % at 10 µM; DNA repair protein RAD51 homolog 1 (Homo sapiens), Q06609; hRad51 DNA strand exchange, fluorescence dequenching;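 active = inhibition above 40% at the single screening dose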;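 also: 0% = DMSO control wells and 100% = blanks with heterologous ssDNA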
Target sequence (Q06609 whole entry, looked up): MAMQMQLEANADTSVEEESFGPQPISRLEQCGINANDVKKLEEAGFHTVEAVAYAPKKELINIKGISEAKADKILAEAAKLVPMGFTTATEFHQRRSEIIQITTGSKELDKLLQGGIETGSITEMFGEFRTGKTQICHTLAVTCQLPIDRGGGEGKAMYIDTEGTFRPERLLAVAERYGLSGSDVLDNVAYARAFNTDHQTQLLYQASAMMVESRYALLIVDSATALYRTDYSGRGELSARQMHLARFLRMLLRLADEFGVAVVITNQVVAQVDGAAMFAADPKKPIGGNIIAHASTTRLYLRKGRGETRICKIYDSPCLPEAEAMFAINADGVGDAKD
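System: human Rad51 nucleoprotein filaments preassembled on unlabelled ssDNA. Reagent: labelled 47-mer dsDNA for strand exchange. Schedule: 30-min compound preincubation and 15-min exchange, both room temperature. Measured by: FRET fluorescence dequenching, excitation 485 nm, emission 520 nm. Read-out: Fluorescence-based percent inhibition, control- and blank-normalised. Benchmarks: plate controls and plate blanks.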
hK5 inh: human KLK5 protease inhibitors, primary screen, biochemical, 1536-well; inhibition, % at 5 µM; recombinant hK5, fluorogenic AMC substrate cleavage; Kallikrein-5 (Homo sapiens), Q9Y337; 0.59% of 210,000 active;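 active = inhibition of 40% or more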;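 also: 0% = enzyme controls without compound and 100% = no-enzyme blanks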
thrombin 1536: human alpha-thrombin inhibitors, primary screen, counter-screen for coagulation protease inhibitor project, biochemical, 1536-well, fluorogenic AMC substrate; 0.26% of 220,000 active; inhibition, % at 5 µM; Boc-VPR-AMC fluorogenic substrate cleavage;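 active = inhibition at or above 40%; inactive = inhibition below 40%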;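 also: 0% = enzyme with no compound and 100% = wells without enzyme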
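Material: human alpha-thrombin enzyme / Medium: pH 7.5 Tris (50 mM) with NaCl 150 mM, Tween 20 0.05% / Compound: single-point dosing at 5 µM, 0.2% DMSO / Incubation: enzyme reaction carried out at room temperature / Detection: AMC fluorescence, 355/460 nm / Read-out basis: percent inhibition scaled between no-compound controls and no-enzyme blanks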
Calpain2 inh: inhibitors of pig calpain II, primary screen, biochemical, fluorogenic peptide substrate, 1536-well. purified calpain II, 30 min. inhibition, % at 16 µM. 0.37% of 220,000 active;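 active = inhibition above about 50%, limit read from the data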
KCC2 mod: KCC2 cotransporter modulators, thallium flux, primary screen, cell-based, HEK293 KCC2, FluoZin-2 fluorescence, MLSMR; Solute carrier family 12 member 5 (Homo sapiens), Q9H2X9; KCC2 cells, thallium flux FluoZin-2 fluorescence; B-score of Tl+ flux slope (higher = more flux/activation; lower = inhibition) at 10 µM; 2.2% of 190,000 active; AID 1456, 2008;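 active = thallium flux slope and its plate-corrected score both differing from the plate sample mean at a set confidence after two filtering rounds, in either direction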;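 also: slope of fluorescence scaled to starting intensity during 10 to 20 s after thallium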
FXIa inh 1536: human FXIa protease inhibitors, primary screen, biochemical, 1536-well. Coagulation factor XI (Homo sapiens), P03951. purified FXIa, Boc-Glu-Ala-Arg-AMC fluorogenic substrate. inhibition, % at 5 µM. 0.14% of 220,000 active. AID 798, 2007;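 active = inhibition of at least 40%; inactive = inhibition below 40%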;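 also: fluorescence of freed AMC excited at 355 nm; 0% = enzyme without compound and 100% = no enzyme blank; many of its hits are not listed in these tables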
FXIIa inh: human FXIIa protease inhibitors, primary screen, biochemical, 1536-well; Coagulation factor XII (Homo sapiens), P00748; purified FXIIa, Boc-QGR-AMC fluorogenic substrate, 2 h; inhibition, % at 5 µM; 0.3% of 220,000 active; in the data active = inhibition above about 40%;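 also: 0% = enzyme with no compound and 100% = blank without enzyme; many of its hits are not listed in these tables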
* = called active by the depositor; . = not tested or not shown; [ ] = dose if it differs, or a comment. Not all compounds are listed; count on the stated rates, not on these rows.

SMILES | Furin inhibitor | PERK inhibitor | Rad51 HR inh | hK5 inh | thrombin 1536 | Calpain2 inh | KCC2 mod | FXIa inh 1536 | FXIIa inh
CCc1ccc(NC(=O)c2onc(C)c2Cl)cc1 | -20.9 | 0.9 | 7.2 | -2.9 | -1.3 | 5.1 | -0.0928 | 5.1 | 8.8
COc1ccccc1C1CN(c2ccc(F)cc2F)N=C1c1cccs1 (stereo unspecified) | -36.2[20 µM] | -0.9 | -2.2 | -461.5 | -29.0 | -407.4 | -1.31 | -21.1 | -125.1
CCOC(=O)C(=Cc1cn(C)c2ccc(S(=O)(=O)N(C)C)cc12)C(=O)OCC | -17.0 | -0.5 | -6.0 | -3.1 | -0.2 | -13.1 | -0.262 | -4.7 | 9.6
CN1CCN(NC(=O)COc2cccc(C(F)(F)F)c2)CC1 | -11.6 | 1.0 | . | 1.4 | 4.5 | -15.6 | 0.399 | 5.2 | 9.0
Cc1ccccc1N(CC(=O)NCc1ccco1)C(=O)CCC(=O)Nc1nccs1 | -17.2 | -0.6 | -8.2 | -1.4 | -12.2 | 8.4 | -0.0546 | -3.9 | 5.4
CCNc1nc(NCC)n2c(SCC(=O)NCC3CCCCC3)nnc2n1 | -9.0 | 0.1 | 2.8 | -3.2 | -9.3 | 16.8 | 0.562 | -6.1 | 2.9
O=C(O)/C(=C\c1cn(-c2ccccc2)nc1-c1ccc(Cl)cc1)NC(=O)c1ccccc1 | -13.3 | 2.5 | 27.6 | 3.2 | -2.8 | 17.7 | 0.592 | -2.5 | 5.1
Cc1ccc(C)c(OCCCCn2cnc3ccccc3c2=O)c1 | -4.6 | -0.2 | 0.7 | -15.5 | -2.4 | 16.6 | -0.436 | 7.6 | 13.7
CCC(=O)N1CCc2cc(S(=O)(=O)NC(C(=O)NC(C)c3ccccc3)C(C)C)ccc21 (stereo unspecified) | -11.5 | 0.2 | 0.7 | -7.4 | -15.1 | -8.9 | . | -5.1 | -4.1
Cc1ccc(S(=O)(=O)N2CCC(=O)N(CCOC(=O)Nc3ccc(C)c(C)c3)CC2)cc1 | -7.6 | -0.1 | 3.1 | -3.8 | -0.2 | -8.5 | -1.1 | 7.5 | 13.3
O=C(NC1C(=O)NNC1c1ccc(Cl)cc1)c1ccc(F)cc1 (stereo unspecified) | -28.6 | 1.4 | -4.2 | 4.5 | -3.0 | -34.2 | 1.11 | 0.2 | 11.8
O=C(CSc1nnnn1C1CCCCC1)N1CCOCC1 | -28.0 | -0.3 | 25.6 | -5.4 | 2.6 | -0.3 | -0.601 | 0.7 | 5.3
CC(C)CCN1CCN(Cc2nc3c(s2)CCCC3)CC1CCO (stereo unspecified) | -24.0 | 1.9 | . | . | -1.5 | 1.9 | -0.15 | 1.6 | 5.8
CSc1nnc(Cc2cc(=O)[nH]c(=O)[nH]2)n1-c1cccc(C)c1 | -12.4 | 0.7 | -5.1 | -6.0 | 5.2 | -13.1 | 0.15 | 5.1 | 18.1
Cc1ccc(NC(=O)CCc2c(C)nc3ncnn3c2C)cc1 | -2.3 | 1.0 | 2.6 | -9.5 | 2.8 | -14.9 | -0.0789 | 2.0 | 10.4
CC1Cc2ccccc2N1C(=O)C12CCC(C)(C(=O)C1)C2(C)C (stereo unspecified) | -24.0[20 µM] | 1.2 | -4.4 | 4.0 | 0.1 | -6.2 | -0.967 | 5.8 | 14.9
COc1ccc(-c2nc(C3CCCCC3)no2)cc1OC | 0.0 | 0.6 | -3.9 | -1.6 | -0.8 | -23.5 | 0.0162 | 3.0 | 6.9
O=C(NCCc1ccccc1)c1cccs1 | -13.4[20 µM] | 0.1 | 3.0 | -21.5 | -13.7 | -44.2 | . | -4.9 | 23.1
CCOC(=O)C/C(C)=N\Nc1nc(-c2ccccc2)cs1 | -26.8 | 0.0 | 5.1 | -2.3 | -6.8 | -69.5 | -1.2 | -0.7 | 13.1
COc1ccc(OCC(=O)N2CCN(c3cccc(Cl)c3)CC2)cc1 | -4.5[20 µM] | 0.8 | . | 16.3 | 1.9 | 10.1 | . | 3.2 | 14.0
COc1cc(Cl)c(C)cc1NC(=O)c1cccc(OC)c1OC | -28.8 | -0.5 | -5.6 | 4.8 | 0.0 | 2.5 | 1.28 | 0.7 | .
CC(=O)Nc1ccc(NC(=S)NC(=O)c2oc3ccccc3c2C)cc1 | -17.8 | -0.1 | . | 3.6 | 2.2 | -7.2 | 1.25 | 13.4 | 13.8
COc1ccc(-n2nc(C(=O)NCc3ccco3)c3c4ccccc4n(C)c3c2=O)cc1Cl | -14.4 | 0.0 | -0.8 | 2.2 | 0.0 | -71.5 | 0.27 | 2.7 | 17.1
COc1cccc(CNC(=S)Nc2cc(C)cc(C)c2)c1 | -19.2 | -0.1 | -6.3 | 12.1 | -2.6 | -5.7 | 0.277 | -1.6 | 8.5
Nc1cc(-c2ccccc2)nn1S(=O)(=O)c1ccc(F)cc1 | -24.6 | 0.4 | 7.0 | -3.9 | 3.0 | -14.8 | . | 0.2 | 12.0
The list goes on:
SMILES | Furin inhibitor | PERK inhibitor | Rad51 HR inh | hK5 inh | thrombin 1536 | Calpain2 inh | KCC2 mod | FXIa inh 1536 | FXIIa inh
c1ccc(-n2c(-c3ccncc3)nnc2-c2cccs2)cc1 | -18.9 | -0.7 | 3.0 | -11.0 | 5.5 | -67.6 | 0.175 | -1.4 | 10.5
CC1CCCCC1NC(=O)COC(=O)Cc1ccc(Br)cc1 (stereo unspecified) | -22.0 | 0.9 | -2.1 | -0.2 | -7.2 | -2.4 | -0.574 | 6.7 | 8.4
Cc1noc(NS(=O)(=O)c2ccc(NC(=O)CSc3nc4ccccc4[nH]3)cc2)c1C | -10.8[20 µM] | -0.4 | 9.3 | -30.7 | -4.7 | -29.9 | . | 4.9 | -0.4
Cn1c(SCc2nc(-c3cccs3)no2)nnc1C1CCCCC1 | -8.1[20 µM] | -1.9 | 0.3 | -18.1 | -7.8 | -16.9 | -0.0453 | 2.0 | 4.8
COc1ccc(NC(=O)C2C3C=CC(O3)C2C(=O)NCc2cccnc2)cc1 (stereo unspecified) | -10.0 | 0.6 | 9.7 | -26.0 | 0.3 | -11.0 | . | 9.1 | 18.1
Cc1c(Cl)cccc1NC(=O)NCc1ccncc1 | -22.0 | 0.0 | 4.6 | 0.5 | -2.5 | 3.7 | -0.618 | 7.0 | 11.9
Cc1csc(SCC(=O)O)n1 | -12.0 | 1.3 | 5.9 | -7.9 | -4.2 | 5.6 | -0.313 | -6.9 | 7.0
COc1cccc(-n2c(CNc3ccc(F)cc3)nnc2SCC(N)=O)c1 | -28.3[20 µM] | 1.0 | -0.9 | -8.4 | -4.3 | -13.5 | 0.0407 | -5.5 | 1.2
COc1ccc(-c2cc(C(=O)O)c(C)o2)cc1OC | -24.6[20 µM] | 0.7 | 6.7 | -7.4 | 2.0 | 16.6 | -0.744 | -1.6 | 12.6
CC(=O)NNc1cc(N2CCOCC2)nc(N2CCOCC2)n1 | -13.4 | 0.1 | -2.6 | 3.6 | -5.0 | 11.2 | 0.142 | -2.1 | 8.1
Cc1cccc(OC(C)c2ccnc3nc(/N=C/N(C)C)nn23)c1 (stereo unspecified) | -11.4[20 µM] | 0.7 | -6.9 | 4.2 | -19.9 | -132.6 | 0.735 | 2.5 | -8.3
COc1ccc(CNC(=O)C/C(C)=N/NC(=O)Cc2ccc(OC)c(OC)c2)cc1 | -5.1 | 0.5 | . | -8.4 | -0.3 | 7.8 | 0.287 | 7.2 | 9.1
CCOC(=O)CC(=O)NC1(Cc2ccc(O)cc2)CCCCC1 | -28.9 | 0.5 | 22.0 | -5.1 | 6.0 | -25.9 | 2.13 | -7.7 | 1.1
O=C(c1ccco1)N1CCN(Cc2nc(Cc3ccccc3)no2)CC1 | -34.2 | 1.2 | -2.3 | -4.1 | -7.3 | 9.9 | 1.25 | -4.3 | 0.8
CCc1nnc(NC(=O)Cn2c(=O)oc3ccccc32)s1 | -18.1[20 µM] | 1.4 | -4.9 | -17.4 | -8.9 | -57.3 | 0.334 | 1.5 | 5.1
Cc1ccccc1OCCn1cc(/C=C(\C#N)C(=O)NCc2ccco2)c2ccccc21 | -5.0 | 0.3 | . | -3.0 | -5.2 | -29.1 | -0.0321 | -0.6 | 7.1
O=C(Nc1ccc(CN2CCS(=O)(=O)CC2)cc1)c1ccc(C(F)(F)F)cc1 | -7.7 | -0.3 | -2.5 | 6.9 | 9.8 | 8.7 | -0.285 | 9.4 | 15.7
Cc1ccnc(N2CCN(C(=O)CSc3nc4ccccc4nc3N3CCC(C)CC3)CC2)c1 | -15.8 | 0.5 | 7.0 | . | -3.2 | 26.8 | 4.85* | -0.7 | 5.2
O=C(CCSc1ccccc1)NC(=O)COC(=O)c1ccc(OC(F)F)cc1 | -16.8 | 1.1 | 0.8 | -5.4 | -8.8 | 0.6 | 1.42 | 4.3 | 10.7
CCOc1ccc(Br)cc1CSC(=N)N | -13.6 | -1.1 | 1.7 | -8.3 | -7.0 | 23.7 | -1.87 | -1.5 | 9.9
CNC(=O)c1c(NC(=O)c2cccc(N3C(=O)CCC3=O)c2)sc2c1CCCC2 | -10.4 | -1.4 | . | 2.3 | -1.3 | 16.2 | -0.231 | 0.8 | 9.5
CCOC(=O)c1ccc(C(=O)OCC)nc1 | -8.3[20 µM] | 0.3 | -2.9 | 4.8 | 0.9 | 9.0 | -1.08 | 9.2 | 14.4
CCOC(=O)Cc1c(C)nc2c(-c3ccccc3)c(-c3ccccc3)[nH]n2c1=O | -23.2[20 µM] | 0.4 | 7.4 | -22.7 | -4.7 | -445.5 | . | -9.8 | -8.5

A second format for five compounds above:
Under each structure – Furin inhibitor, PERK inhibitor, Rad51 HR inh, hK5 inh, thrombin 1536, Calpain2 inh, KCC2 mod, FXIa inh 1536, FXIIa inh
- CC(=O)NNc1cc(N2CCOCC2)nc(N2CCOCC2)n1
    -13.4, 0.1, -2.6, 3.6, -5.0, 11.2, 0.142, -2.1, 8.1
- COc1ccc(-c2cc(C(=O)O)c(C)o2)cc1OC
    -24.6[20 µM], 0.7, 6.7, -7.4, 2.0, 16.6, -0.744, -1.6, 12.6
- Cn1c(SCc2nc(-c3cccs3)no2)nnc1C1CCCCC1
    -8.1[20 µM], -1.9, 0.3, -18.1, -7.8, -16.9, -0.0453, 2.0, 4.8
- c1ccc(-n2c(-c3ccncc3)nnc2-c2cccs2)cc1
    -18.9, -0.7, 3.0, -11.0, 5.5, -67.6, 0.175, -1.4, 10.5
- CCOC(=O)c1ccc(C(=O)OCC)nc1
    -8.3[20 µM], 0.3, -2.9, 4.8, 0.9, 9.0, -1.08, 9.2, 14.4

Compound activity deposited in PubChem BioAssay by several laboratories.
